Bioassay records from PubChem BioAssay.
HT1080NT lethal: kills 2HG-producing HT-1080-NT fibrosarcoma cells; AID 686970; Potency, µM (top dose mostly 46.1 µM), for inactives: at the top dose activity, negative = less viability, actives largely listed as cytotoxic; hit rate 1.6% among 360,000; HT-1080-NT fibrosarcoma viability, CellTiter-Glo ATP luminescence, 48 h;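 note: NT is the 2HG producing partner of a matched IDH1 knockdown line; potency is the fitted concentration of half-maximal effect; 0% = DMSO-treated cells and -100% = media-only wells without cells; nearly all actives have a fitted effect of over 55% in size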
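Viability of the 2HG-overproducing fibrosarcoma line after 48 hours of compound exposure at 37 degrees C was determined by luminescence with CellTiter-Glo, and concentration-effect curves were then fitted and categorized.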
ATXN2 expr inh: ATXN2 expression inhibition | Potency, µM (doses to about 57 µM), for inactives: top-dose activity change, negative = inhibition, usual class: inhibitors | AID 1745845 | HEK-293 ATXN2-luciferase reporter, luminescence, 24 h | hit rate 0.72% among 360,000; note: potency is the fitted concentration of half-maximal effect; % is set by controls: 0 for no effect and ±100 for the full control effect; nearly all actives have a fitted effect of over 55% in size
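ATXN2-luciferase reporter cells (luciferase flanked by upstream and downstream ATXN2 gene portions) were treated 24 h at 37 °C with compounds at up to 57 uM. SteadyGlo luminescence gave expression; GF-AFC fluorescence gave viability.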
SW480 rerep: DNA re-replication induction in SW480 cells. SW480 DNA re-replication, Hoechst DNA content imaging, 48 h. Potency, µM (highest dose often 46.1 µM), for inactives: top-dose re-replication activation, actives largely listed as activators. hit rate 1.8% among 340,000. AID 624297; note: potency is the fitted concentration of half-maximal effect; % of control where 0% means no effect; nearly all actives have a fitted effect of over 55% in size
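First, 250 cells per well were seeded. Next, compound or vehicle (23 nL) was pinned in, plates sat 48 hr at 37 C. Finally Hoechst was added for 40 min before fluorescence scanning.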
IL1B secr inh: inflammasome signaling inhibition, IL-1 beta readout; THP-1 LPS/ATP IL-1B secretion, AlphaLISA, 16 h; active compounds read low; activity change, % at 57.5 µM; hit rate 4.7% among 360,000; in the data active = activity change below about -50%; inconclusive = mostly about -30% to -49%; note: % is set by controls: 0 for no effect and ±100 for the full control effect
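Secreted IL-1B measured by AlphaLISA bead assay after 16 h compound exposure of THP-1 cells; compounds (final up to 57.5 uM) added 1 h before LPS (250 ng/mL) and ATP (1.25 mM) stimulation; lower signal means less secretion.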
S2 tox: cell viability loss in ATXN counter-screen; S2 cells (HEK-293 line with an ATXN2-luciferase reporter) viability, CellTiter-Fluor protease fluorescence, 24 h; hit rate 0.49% among 400,000; Potency, µM (top dose mostly 56.7 µM), actives largely listed as cytotoxic; note: potency is the fitted concentration of half-maximal effect; nearly all actives have a fitted effect of over 40% in size
KB-3-1 cytotox: kills parental KB-3-1 adenocarcinoma cells. KB-3-1 viability, CellTiter-Glo ATP luminescence, 72 h. Potency, µM (doses to about 46.1 µM), for the others: top-dose activity change, negative = cytotoxic, most hits filed as cytotoxic. hit rate 1.4% among 400,000; note: potency is the fitted concentration of half-maximal effect; % is set by controls: 0 for no effect and ±100 for the full control effect; nearly all actives have a fitted effect of over 60% in size
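KB-3-1 cells, DMEM (no phenol red) + 10% FBS; compound by pin transfer, 72 h, 37 °C. Readout: CellTiter-Glo luminescence after 10 min. Data normalized, curve-fitted.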
MCF10A rereplic: inducers of DNA re-replication in MCF 10A breast cells; MCF 10A DNA re-replication, Hoechst nuclear intensity, 48 h; Potency, µM (titrated, usually from 46.1 µM), without a hit: top-dose activity, positive = re-replication, hits mostly activators; hit rate 2.9% among 350,000; note: potency is the fitted concentration of half-maximal effect; % of control where 0% means no effect; nearly all actives have a fitted effect of over 50% in size
KB-V1 cytotox: KB-V1 MDR subline cytotoxicity. KB-V1 MDR cells viability, CellTiter-Glo, 72 h. Potency, µM (top dose mostly 46.1 µM), inactives show at the highest dose activity change, negative = cytotoxicity, hits mostly cytotoxic. hit rate 3.4% among 400,000; note: potency is the fitted concentration of half-maximal effect; % is set by controls: 0 for no effect and ±100 for the full control effect; nearly all actives have a fitted effect of over 60% in size
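Cytotoxicity via CellTiter-Glo luminescence after 72 h compound exposure at 37 degrees C. Cells: drug-selected KB-V1 line, DMEM phenol-red free plus 10% FBS. Compounds tested at multiple concentrations; normalized data fitted to concentration-effect curves.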
HT1080 IDH1KD tx: kills HT-1080 cells with IDH1 knockdown; Potency, µM (titrated, usually from 46.1 µM), inactives show at the highest dose activity, negative = toxicity, usual class: cytotoxic; HT-1080 IDH1 knockdown viability, ATP luminescence, 48 h; hit rate 2% among 360,000; AID 686971;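 note: potency is the fitted concentration of half-maximal effect; 0% = DMSO wells and -100% = cell-free medium wells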
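Using the IDH1-knockdown HT-1080 line run in the same batch and compound series as the NT line, viability after 48 h at 37 °C was determined by CellTiter-Glo luminescence and expressed as % activity.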
* hit, by the source's call; i = inactive; ? = inconclusive; / = no result given; [ ] = another dose, or the depositor's remark. Unless noted, calls come from the whole dose curve; as a rule, active = well fitted curve in the direction sought with a large enough effect; inconclusive = small, poorly fitted or top-dose-only effect, or another doubt; inactive = no such curve, though single readings can be large; an effect the other way counts as inactive or inconclusive.

SMILES | HT1080NT lethal | ATXN2 expr inh | SW480 rerep | IL1B secr inh | S2 tox | KB-3-1 cytotox | MCF10A rereplic | KB-V1 cytotox | HT1080 IDH1KD tx
Cc1cc(Nc2ccccc2)n(-c2ccc(C(=O)O)cc2)n1 | 10% | -20% | -8% | 1 | i | 0% | 1% | 6% | 19%
O=C(CN1C(=O)C2CC=CCC2C1=O)Nc1ccc(Br)cc1 (stereo not drawn) | 4% | 3% | 0% | 2 | ? | / | -4% | / | 2%
CC1(C)Cc2ccccc2C2=C(C(=O)N3CCCCCC3)C(=O)C(=O)N21 | -2% | / | -45%[inhibitor] | 2 | i | -8% | 35% | 5% | 3%
Cc1ccc(N2CCN(C(=O)c3c(C)oc4ncn(CC(C)C)c(=O)c34)CC2)c(C)c1 | / | -11% | / | / | ? | 2% | / | -9% | /
COc1cc(C(O)c2nc(/C=C/c3ccccc3)cs2)ccc1F (stereo not drawn) | -7% | 7% | / | 0 | i | -4% | / | -4% | ?
COc1ccc(NC(=O)c2cc3cc(C)ccc3n2C)cc1 | / | 11% | / | / | i | 4% | / | 0% | /
Cc1cccc2c(=O)cc(C)n(CC(=O)N3CCOCC3)c12 | -1% | 4% | -1% | 14 | i | 0% | 2% | -3% | 5%
COc1cccc(OCCn2c(-c3ccc(Cl)cc3)nc3ccccc3c2=O)c1 | / | -3% | / | / | i | 10% | / | 19% | /
c1ccc(-n2ncc3c(NCc4ccco4)ncnc32)cc1 | ? | 53%[activator] | 21µM* | -2 | i | 0% | 13µM* | 0% | ?
O=C(CCCCCNC(=S)Nc1ccccc1)C[N+](=O)[O-] | 2% | / | 4% | 18 | i | -1% | -2% | -4% | -5%
C=C(C)[C@@H]1CC=C(CN2CCN(Cc3ccccc3)CC2)CC1 | -14% | -9% | -4% | -29 | i | -2% | ? | -3% | -26%
Cc1c(-c2nc(-c3ccccc3)no2)nnn1-c1ccc(F)c(Cl)c1 | / | 15% | / | / | i | -8% | / | -13% | /
COc1ccc(OC)c(NC(=O)CC2SC(=Nc3ccc(F)cc3)N(CCC3=CCCCC3)C2=O)c1 (stereo not drawn) | -6% | 6% | 19% | 25 | i | -27% | ? | ? | -6%
NC(=O)c1nn(-c2ccccc2)c(=O)cc1O | 4% | 1% | -3% | 1 | i | -5% | 4% | 4% | 1%
CC1CCCCC1NS(=O)(=O)CCNC(=O)c1ccc2c(c1)OCO2 (stereo not drawn) | 7% | -2% | -13% | -5 | i | 12% | 13% | 10% | 18%
O=C(Nc1nc(-c2ccncc2)cs1)c1ccco1 | 0% | 42%[activator] | -9%[9.22 µM] | -21 | i | 0% | 26% | ? | -6%
O=C(CSc1ccc2nnc(CCNC(=O)c3ccc(F)cc3)n2n1)NCC1CCCO1 (stereo not drawn) | 6% | 3% | 2% | i | ? | 8% | 6% | ? | 14%
CC1CCCN(C(=O)C2CCN(CCCc3ccccc3)CC2)C1 (stereo not drawn) | ? | 3% | 1% | -11 | i | 1% | -3% | 10% | 4%
COC(=O)[C@H](Cc1ccccc1)NC(=O)Cn1cnc(C(=O)Nc2ccc(C)c(C)c2)n1 | -2% | 11% | -37%[inhibitor] | -22 | i | 0% | 9% | 0% | -1%
O=C(Cc1ccc(Cl)cc1)Nc1ccc2nn(-c3ccccc3)nc2c1 | / | 5% | / | / | ? | 3% | / | 13% | /
CCOc1ccccc1NC(=O)COC(=O)C12CC3CC(CC(O)(C3)C1)C2 | 3% | 14% | -3% | 7 | i | 4% | 3% | 6% | 3%
CC1(C(=O)Nc2ccc3c(c2)OCO3)CCN1C(=O)c1ccco1 (stereo not drawn) | 13% | 2% | / | -9 | i | 16% | / | -12% | 7%
COc1ccc2c(c1)CC/C(=C/c1ccccn1)C2=O | -23% | 5% | ? | ? | i | -9% | ? | -3% | -23%
Cc1ccc2c(=O)[nH]c(Nc3nc(C)cc(-c4ccccc4)n3)nc2c1 | 4% | -7% | ? | -21 | i | -25% | 20% | -13% | 20%
Cc1ccc(S(=O)(=O)NC(c2ccccc2)C(C)C(=O)n2nc(C)cc2C)cc1 (stereo not drawn) | -5% | 4% | 15% | -13 | i | 22% | 2% | -18% | -5%
O=C(Nc1ccccc1-c1nnc(SCc2ccc(Cl)cc2Cl)o1)c1ccccc1 | 9% | 5% | / | 0 | i | -7% | 6% | ? | 6%
Cc1cccc(NC(=O)CSCC(=O)Nc2cc(S(=O)(=O)N3CCOCC3)ccc2N2CCCC2)c1 | 0% | -10% | 6% | -22 | i | / | 7% | / | -2%
COc1cccc(-c2cc(C(F)(F)F)nc(-n3cc(Cl)cn3)n2)c1 | 22% | ? | ? | / | i | -4% | 13% | -19% | 23%
O=C(COC(=O)c1ccco1)c1ccc2ccccc2c1 | 12% | 25% | -3%[9.22 µM] | -16 | i | -7% | ? | 8% | 15%
CC(=O)NC(NC(=S)Nc1ccc(C)cc1C)C(Cl)(Cl)Cl (stereo not drawn) | 20% | / | -5% | -18 | i | 0% | 1% | -11% | 2%

A second format for some results above.
> O=C(Nc1nc(-c2ccncc2)cs1)c1ccco1
  HT1080NT lethal = 0% | ATXN2 expr inh = 42%[activator] | SW480 rerep = -9%[9.22 µM] | IL1B secr inh = -21 | S2 tox = i | KB-3-1 cytotox = 0% | MCF10A rereplic = 26% | KB-V1 cytotox = ? | HT1080 IDH1KD tx = -6%
> O=C(CSc1ccc2nnc(CCNC(=O)c3ccc(F)cc3)n2n1)NCC1CCCO1 (stereo not drawn)
  HT1080NT lethal = 6% | ATXN2 expr inh = 3% | SW480 rerep = 2% | IL1B secr inh = i | S2 tox = ? | KB-3-1 cytotox = 8% | MCF10A rereplic = 6% | KB-V1 cytotox = ? | HT1080 IDH1KD tx = 14%
> CC1CCCN(C(=O)C2CCN(CCCc3ccccc3)CC2)C1 (stereo not drawn)
  HT1080NT lethal = ? | ATXN2 expr inh = 3% | SW480 rerep = 1% | IL1B secr inh = -11 | S2 tox = i | KB-3-1 cytotox = 1% | MCF10A rereplic = -3% | KB-V1 cytotox = 10% | HT1080 IDH1KD tx = 4%
> COC(=O)[C@H](Cc1ccccc1)NC(=O)Cn1cnc(C(=O)Nc2ccc(C)c(C)c2)n1
  HT1080NT lethal = -2% | ATXN2 expr inh = 11% | SW480 rerep = -37%[inhibitor] | IL1B secr inh = -22 | S2 tox = i | KB-3-1 cytotox = 0% | MCF10A rereplic = 9% | KB-V1 cytotox = 0% | HT1080 IDH1KD tx = -1%

Carrying on:
SMILES | HT1080NT lethal | ATXN2 expr inh | SW480 rerep | IL1B secr inh | S2 tox | KB-3-1 cytotox | MCF10A rereplic | KB-V1 cytotox | HT1080 IDH1KD tx
O=C(CN1C(=O)NC2(CCCC2)C1=O)Nc1ccccc1N1CCCCC1 | -1% | -11% | -5% | -2 | i | 7% | -1% | -5% | -7%
CCn1c2ccccc2c2cc(NC(=O)c3cc(OC)cc(OC)c3)ccc21 | 1.3µM* | -7% | 0.65µM* | 19 | ? | ? | 1.5µM* | 2.3µM* | 1.5µM*
O=C(CCCC(=O)N(CC(=O)NC1CCCCC1)Cc1ccco1)Nc1ccccn1 | 10% | 3% | 0% | 5 | i | 6% | -5% | 5% | 21%
CCN(CC)CCNC(=O)c1nn(-c2ccc(Cl)cc2)c2c1CCc1cc(OC)ccc1-2 | -6% | ? | ? | -103* | ? | -12% | ? | ? | ?
O=C1CC(c2ccccc2)=NN1c1ccccc1 | ? | -38% | ? | -82* | i | ? | ? | 0% | -34%
COc1ccccc1NC(=O)c1ccc2c(c1)N(CC#N)C(=O)C(C)(C)O2 | -7% | 2% | 12% | 18 | i | -6% | -1% | -23% | -2%
CN(Cc1ccco1)C(=O)Cn1cc(S(=O)(=O)N2CCCC2)c(S(=O)(=O)N2CCCC2)c1 | 6% | 19% | -9% | 18 | i | -6% | -5% | ? | -6%
O=C(CN1CCCCC1)NC1CCc2cc3c(cc21)CCC3 (stereo not drawn) | -25% | -5% | 1% | -11 | i | 1% | -2% | 18% | -2%
OCCN1CCN(c2cc(-c3ccccc3)c3ccccc3n2)CC1 | ? | -2% | -1% | ? | i | ? | ? | -4% | ?
COc1cc2ccnc(Cc3cccc(OC)c3OC)c2cc1OC | -14% | ? | 4% | -24 | i | 7.3µM* | ? | 2.1µM* | -29%
N/C(=N\OC(=O)CCc1ccccc1)c1cccc(Br)c1 | 6% | 6% | -6% | -6 | ? | 0% | -3% | -2% | -12%
CC[C@]12c3[nH]c4ccc(OC)cc4c3CCN1C(=O)C(CC(=O)NCC13CC4CC(CC(C4)C1)C3)C[C@@H]2C(=O)N1CCN(C(=O)C2CC2)CC1 (stereo partly drawn) | -12% | ? | -1% | -26 | ? | -23% | 1% | 0% | -13%
Cc1nn(-c2ccccc2)c(Cl)c1/C=N/N1CCN(c2ccccn2)CC1 | -9% | -11% | 12% | -3 | i | 11% | -2% | -13% | 0%
Cc1cccc(N2CCN(C(=O)CN3C(=O)CSc4c3c(C)nn4-c3ccccc3)CC2)c1C | / | 5% | / | / | i | -4% | / | 20% | /
N#CC1=C(N)N(c2ccccc2)C(c2ccco2)C1(C#N)C#N (stereo not drawn) | -12% | -5% | -7% | -29 | i | -7% | 17% | -24% | ?
CC1CCc2c(sc(NC(=O)C3CCCO3)c2C#N)C1 (stereo not drawn) | -5% | 60%[activator] | -1% | ? | i | 0% | 1% | ? | -18%
COc1cc2sc3ccc(C#CC4(O)CCCCC4)cc3c(=O)c2cc1OC | -23% | 12% | ? | 0 | i | 0% | 9.2µM* | 0% | ?
O=C(COc1cccc2ccccc12)NCc1cccnc1 | -4% | -21% | -2% | 31 | i | 12% | 0% | -27% | -1%

Some of these compounds in order of their number in IL1B secr inh, lowest first:
SMILES	IL1B secr inh
COc1cc2sc3ccc(C#CC4(O)CCCCC4)cc3c(=O)c2cc1OC	0
CCn1c2ccccc2c2cc(NC(=O)c3cc(OC)cc(OC)c3)ccc21	19
O=C(COc1cccc2ccccc12)NCc1cccnc1	31
